# NALP1 inh: NALP1 inhibition; S. cerevisiae NALP1/ASC/caspase-1 growth, X-gal OD620, 72 h; inhibition, % at 10 µM; 280,000 compounds, 0.61% hits; in the data active means inhibition mostly above about 24%, no sharp cut-off; inactive means mostly below about 32%; further: some compounds called inactive have numbers as strong as hits
# IDE cell activ: IDE (human) activation, cell-based; activation, % at 5.96 µM; P14735; HEK cells, FAbeta-B cleavage, fluorescence polarization; 0% vehicle, 100% cell-free pure enzyme wells; 340,000 compounds, 0.073% hits; AID 493087;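 active means activation above the mean of all tested compounds plus 3 SD, set per screening campaign, cut at about 17% in these data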
# IDE inh: cellular human IDE inhibition; inhibition, % at 5.59 µM; HEK cells, FAbetaB cleavage, fluorescence polarization; 320,000 compounds, 0.41% hits;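 active means percent inhibition above the average of all tested compounds plus 3 SD, set per screening campaign, cut at about 16% in these data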;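 further: IDE supplied by intact live HEK cells; FP after avidin binding of uncleaved biotin substrate so inhibition keeps polarization high; 0% = DMSO wells and 100% = 60 µM reference IDE inhibitor Ii1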
# PfM18AAP inh: PfM18AAP enzyme inhibition | recombinant PfM18AAP, H-Glu-NHMec fluorogenic cleavage | inhibition, % at 7.35 µM | 290,000 compounds, 1.2% hits;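 active means inhibition above the campaign mean inhibition over all tested compounds plus 3 SD, cut at about 28% in these data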;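 further: 0% = plate median of test compound wells and 100% = 2 mM ZnCl2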
# MEKK3 PB1 HTS: raises or lowers MEK5 binding to the human MEKK3 PB1 domain. Q99759. bead-based flow cytometry, Alexa488-MEK5 binding to MEKK3; actives lie on both sides; 0 = blocked by unlabeled MEK5, 100 = vehicle. binding response (% of control), % at 10 µM. 290,000 compounds, 1.4% hits. AID 1529;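 active means binding response more than 3 SD above or below the average of its plate-row segment, actives on both sides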;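 further: Alexa488 bead fluorescence after subtracting the streptavidin-only scavenger bead signal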
# Target sequence (Q99759 whole entry, looked up, the tested form may be a part): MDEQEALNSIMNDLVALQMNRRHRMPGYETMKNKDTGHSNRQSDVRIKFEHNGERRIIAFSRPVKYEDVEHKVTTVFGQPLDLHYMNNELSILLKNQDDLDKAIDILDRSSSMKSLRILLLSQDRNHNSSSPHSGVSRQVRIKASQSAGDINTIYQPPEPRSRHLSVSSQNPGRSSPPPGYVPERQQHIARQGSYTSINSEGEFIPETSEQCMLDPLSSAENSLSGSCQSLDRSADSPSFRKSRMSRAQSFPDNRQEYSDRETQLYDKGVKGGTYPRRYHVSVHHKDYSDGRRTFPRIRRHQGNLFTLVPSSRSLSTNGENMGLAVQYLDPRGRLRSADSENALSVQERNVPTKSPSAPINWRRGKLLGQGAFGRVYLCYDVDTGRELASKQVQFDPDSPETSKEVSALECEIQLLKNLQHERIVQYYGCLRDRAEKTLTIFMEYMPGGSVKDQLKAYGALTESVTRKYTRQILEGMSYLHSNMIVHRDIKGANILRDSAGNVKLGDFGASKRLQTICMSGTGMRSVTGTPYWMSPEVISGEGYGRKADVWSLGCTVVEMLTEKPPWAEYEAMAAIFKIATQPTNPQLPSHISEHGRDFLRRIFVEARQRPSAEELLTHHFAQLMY
# pCIP destab: compounds decreasing mouse p/CIP protein stability | Q05BA5 | F442A p/CIP-EGFP cells, EGFP fluorescence, 16 h | decrease of EGFP signal, % at 10 µM | 290,000 compounds, 0.01% hits | AID 1984;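 active means EGFP signal decrease of at least 30% at 10 µM or well 3 SD below plate mean, unless failing retest; inactive means the rest, including hits failing retest or dose response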; further: some compounds called inactive have numbers as strong as hits; many of its hits are not listed in these tables
# MEKK2wt PB1 HTS: raises or lowers MEK5 binding to wildtype human MEKK2 PB1 domain | Q9Y2U5 | bead flow cytometry, Alexa488-MEK5 binding to MEKK2 WT; actives lie on both sides | binding response (% of control), % at 10 µM | 290,000 compounds, 1.1% hits; in the data active means binding response below about 67% or above about 130%
# MEKK2 mut-MEK5: signal of MEK5 binding to mutant human MEKK2 PB1 domain. bead flow cytometry, Alexa488-MEK5 binding to MEKK2 mutant. percent response, % at 10 µM. 290,000 compounds, 0.35% hits. AID 1530; in the data active means percent response above about 24%, passing the limit was not always enough; further: inactives centre near 1; some results filed as inactive read as strong as hits; reference of the scale not given here
# SUMO HTRF inh: SUMOylation inhibition | HTRF SUMOylation assay, SAE1/SAE2 + UBC9, in vitro | inhibition, % at 35 µM | 290,000 compounds, 0.36% hits | AID 2006; in the data active means inhibition above about 50%, passing the limit was not always enough; further: strong numbers were not always called active
# Target sequence (P63279 whole entry, looked up): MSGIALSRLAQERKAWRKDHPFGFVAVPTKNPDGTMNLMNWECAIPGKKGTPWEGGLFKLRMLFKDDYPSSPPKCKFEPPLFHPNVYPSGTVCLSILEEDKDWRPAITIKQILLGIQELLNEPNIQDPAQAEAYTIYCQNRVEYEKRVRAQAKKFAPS
# Active calls of the source: *; . = no result given; [ ] = another dose, or the depositor's remark. A portion of the library (hit frequency here may not be typical).
SMILES,NALP1 inh,IDE cell activ,IDE inh,PfM18AAP inh,MEKK3 PB1 HTS,pCIP destab,MEKK2wt PB1 HTS,MEKK2 mut-MEK5,SUMO HTRF inh
CC(C)CNS(=O)(=O)c1ccc(CCC(=O)NCc2ccco2)cc1,0,1,4,7,98,-9,99,2,18
CC12CCC(C(=O)NCc3ccc4c(c3)OCO4)(C(=O)C1=O)C2(C)C (stereo not given),11,0,3,4,111,-4,123,6,11
Cn1c(=O)c2c(nc(Br)n2Cc2ccc3ccccc3c2)n(C)c1=O,6,-6,0,1,104,-13,101,-1,16
CCS(=O)(=O)Nc1cccc(C2=NN(S(=O)(=O)c3ccccc3)C(c3cccs3)C2)c1 (stereo not given),-21,1,-4,-8,21*[inhibitor],-7,.,106*,-36
CC(=O)N(NC(N)=O)C(C)CC(=O)C1C(C)C=CCC1(C)C (stereo not given),-2,.,0,0,97,4,91,3,14
O=C1CC(c2ccccc2)Cc2nc3nc(C(F)(F)F)nn3cc21 (stereo not given),17,-3,2,-2,94,-24,95,-5,47
COC(=O)c1cnn(-c2ccccc2)c1C(OC)OC,1,7,-3,-1,97,-12,92,-3,10
CC(=O)N1C=CN(C(C)=O)C(c2cn(C)c3ccccc23)C1c1cn(C)c2ccccc12 (stereo not given),9,7,-6,3,100,-5,103,8,4
CCCCNC(=O)N1CCC(CCC(=O)N(C)Cc2ccccc2)CC1,9,3,6,-1,101,-8,104,1,3
CC(C)c1ccc(C(C(=O)NC2CCCCC2)N(C(=O)c2csnn2)C2CC2)cc1 (stereo not given),10,6,1,1,94,-11,93,1,-5
CCN1C(=O)C(CC(=O)Nc2ccccc2)N(Cc2ccccn2)C1=S (stereo not given),-12,-5,-7,-11,103,0,102,6,6
O=C(NC1CCCc2ccccc21)C1CCN(c2c3c(nc4ncnn24)CCC3)CC1 (stereo not given),21,4,2,-4,103,4,103,8,5
CCCC(=O)Nc1nnc(-c2ccco2)s1,15,4,6,1,101,10,106,3,-2
O=C(Nc1ncccn1)c1cc([N+](=O)[O-])cc([N+](=O)[O-])c1,21,3,-1,-14,106,7,102,0,-3
CCCCN1CC(=O)N2[C@H](c3ccc(Cl)cc3)[C@@H]3C(=O)N(CC)C(=O)[C@@H]3[C@]2(Cc2ccccc2)C1=O,13,4,1,0,101,-16,104,3,16

# At a glance, 6 of the compounds above.
SMILES,NALP1 inh,IDE cell activ,IDE inh,PfM18AAP inh,MEKK3 PB1 HTS,pCIP destab,MEKK2wt PB1 HTS,MEKK2 mut-MEK5,SUMO HTRF inh
CC(C)c1ccc(C(C(=O)NC2CCCCC2)N(C(=O)c2csnn2)C2CC2)cc1 (stereo not given),10,6,1,1,94,-11,93,1,-5
CCN1C(=O)C(CC(=O)Nc2ccccc2)N(Cc2ccccn2)C1=S (stereo not given),-12,-5,-7,-11,103,0,102,6,6
O=C(NC1CCCc2ccccc21)C1CCN(c2c3c(nc4ncnn24)CCC3)CC1 (stereo not given),21,4,2,-4,103,4,103,8,5
CCCC(=O)Nc1nnc(-c2ccco2)s1,15,4,6,1,101,10,106,3,-2
O=C(Nc1ncccn1)c1cc([N+](=O)[O-])cc([N+](=O)[O-])c1,21,3,-1,-14,106,7,102,0,-3
CCCCN1CC(=O)N2[C@H](c3ccc(Cl)cc3)[C@@H]3C(=O)N(CC)C(=O)[C@@H]3[C@]2(Cc2ccccc2)C1=O,13,4,1,0,101,-16,104,3,16

# (further entries)
SMILES,NALP1 inh,IDE cell activ,IDE inh,PfM18AAP inh,MEKK3 PB1 HTS,pCIP destab,MEKK2wt PB1 HTS,MEKK2 mut-MEK5,SUMO HTRF inh
CCN(c1ccc(NC(=O)COC(=O)c2ccc(C)c(S(=O)(=O)N3CCOCC3)c2)cc1)C(C)C,.,8,-5,14,102,-4,106,6,-16
CC(=O)c1cccc(NC(=O)c2cc3nc(C)cc(C)n3n2)c1,0,-1,-1,7,87,4,88,-10,24
O=[N+]([O-])c1cccc(CNCc2ccccc2)c1,19,3,7,-5,98,-16,90,-11,7
C=CCNc1cc(C)oc(=O)c1C(=O)CCC,10,7,2,-9,104,-17,105,2,9
CCOC(=O)c1cc2c(=O)n3ccccc3nc2n(CC2CCCO2)c1=NC(C)=O (stereo not given),6,-1,2,16,117,0,115,8,40
Cc1ccc(C(=O)Nc2cccc(C(=O)N3CCOCC3)c2)cc1Cl,-2,-4,3,6,109,-11,110,11,5
Cc1ccc(CNc2ncnc3cc(Cl)ccc23)o1,-3,-9,8,6,99,-2,97,-1,16
CN(CC(=O)Nc1ccc(N2CCOCC2)cc1)CC(=O)Nc1ccc(N2CCOCC2)cc1,.,-1,2,-7,101,-6,98,4,0
CN1CCN(C(=S)NC(=O)c2ccccc2Cl)CC1,7,-3,3,5,104,-10,108,10,15
Cc1cc(C)nc(SCC(=O)Nc2ncc(Cc3cccc(Cl)c3)s2)n1,40,-2,14,-5,92,-5,95,-3,14
Cn1nc(-c2ccccc2)c(CO)c1Oc1ccc(F)cc1,17,3,-2,-11,109,-4,97,-2,-14
Cc1csc(N(C(=O)c2cccc(S(=O)(=O)N3CCCC3)c2)c2ccccc2)n1,4,0,5,-4,104,-4,101,0,-4
COc1cccc(CN2CCN(C(=O)c3ccc(-c4ccccc4)cc3)CC2)c1,36,2,1,5,84,-8,104,0,-11
CSc1nc(NCc2ccco2)c2ccccc2n1,-5,-1,6,6,102,0,100,2,1
COc1ccc(CNc2cc(C)ccn2)c(O)c1,8,-2,4,-1,106,-6,109,8,3
Cc1ccc(NC(=O)C2CCN(S(=O)(=O)c3ccc4c(c3)C(C)(C)C(=O)N4C)CC2)c(C)c1,24,5,3,11,101,0,100,-3,3
COc1cccc(C(=O)COc2ccccc2-c2ccccc2)c1,14,0,7,-8,104,-9,100,1,-1
Cc1ccc2nc(NCc3ccco3)c(C=NCc3ccco3)c(=O)n2c1,1,3,-1,16,98,-15,98,-1,37
Cc1cccc(N/N=C(\C(N)=O)C2=NC(C)(C)Cc3ccccc32)c1,40,2,4,1,103,2,104,-1,-8
O=C1Nc2ccccc2Nc2ccc([N+](=O)[O-])cc21,14,0,1,0,105,10,104,1,-8
COCCn1c(C)cc(C(=O)CSc2nc(C)nc3sc4c(c23)CCC4)c1C,.,9,5,1,96,.,98,3,.
CCC(C(=O)NC1CCCCC1)N(Cc1cccs1)C(=O)c1snc(C(N)=O)c1N (stereo not given),-13,.,2,-3,58,-9,61,-11,7
Cc1ccc(C(=O)Nc2nnc(C3=COCCO3)o2)cc1C,7,2,1,-2,99,6,100,-3,5
Cn1c(=S)[nH]c2cccnc21,1,3,5,-6,106,-2,110,4,6
COC(=O)c1ccccc1NC(=O)c1ccco1,16,4,1,2,99,5,98,5,-6
O=C(N/N=C(\c1ccccc1)c1cccnc1)c1cc(O)ccc1O,10,.,5,-7,102,14,106,7,-16
CC(C)C1C(C#N)=C(N)Oc2n[nH]c(C(C)(C)C)c21 (stereo not given),8,1,4,-6,99,-12,97,7,9
Cc1cc(=O)n2[nH]c(-c3ccc(F)cc3)nc2n1,2,-1,4,-12,101,0,102,6,13
Oc1ccccc1/C=N/NC(=S)NC1CC2CCC1C2 (stereo not given),24,-4,15,7,100,-1,90,-5,21
CCCn1c2c(c(O)c(C(=O)NC)c1=O)CCCC2,5,-2,2,-7,100,-7,100,-2,9

# Part of the list above in order of heavy-atom count, low to high:
SMILES,NALP1 inh,IDE cell activ,IDE inh,PfM18AAP inh,MEKK3 PB1 HTS,pCIP destab,MEKK2wt PB1 HTS,MEKK2 mut-MEK5,SUMO HTRF inh
CC(=O)c1cccc(NC(=O)c2cc3nc(C)cc(C)n3n2)c1,0,-1,-1,7,87,4,88,-10,24
Cc1cccc(N/N=C(\C(N)=O)C2=NC(C)(C)Cc3ccccc32)c1,40,2,4,1,103,2,104,-1,-8
CC(C)c1ccc(C(C(=O)NC2CCCCC2)N(C(=O)c2csnn2)C2CC2)cc1 (stereo not given),10,6,1,1,94,-11,93,1,-5
CCN(c1ccc(NC(=O)COC(=O)c2ccc(C)c(S(=O)(=O)N3CCOCC3)c2)cc1)C(C)C,.,8,-5,14,102,-4,106,6,-16

# Records above that bear a hit mark in MEKK3 PB1 HTS:
SMILES,NALP1 inh,IDE cell activ,IDE inh,PfM18AAP inh,MEKK3 PB1 HTS,pCIP destab,MEKK2wt PB1 HTS,MEKK2 mut-MEK5,SUMO HTRF inh
CCS(=O)(=O)Nc1cccc(C2=NN(S(=O)(=O)c3ccccc3)C(c3cccs3)C2)c1 (stereo not given),-21,1,-4,-8,21*[inhibitor],-7,.,106*,-36

# Further structures follow:
SMILES,NALP1 inh,IDE cell activ,IDE inh,PfM18AAP inh,MEKK3 PB1 HTS,pCIP destab,MEKK2wt PB1 HTS,MEKK2 mut-MEK5,SUMO HTRF inh
CCOC(=O)c1[nH]c(=O)[nH]c1CSCCO,17,6,-2,10,106,-6,106,12,12
Cc1cc(N2C(=O)C(O)=C(C(=O)c3ccco3)C2c2cccnc2)no1 (stereo not given),-3,.,1,-7,.,-7,.,.,12
CCOc1ccc(N2C(=O)Nc3ccc(Br)cc3C2(O)C(=O)NC(C)C)cc1 (stereo not given),-8,-4,1,0,100,-3,105,5,-13
COC(=O)c1ccc(NC(=S)NCCc2ccccc2)cc1,7,5,-1,0,109,0,109,-2,9
CCC(C)N1C(=O)S/C(=C/c2ccc(Sc3nc4ccccc4[nH]3)o2)C1=O (stereo not given),10,-1,-1,10,100,-17,96,-2,-36
CCOC(=O)C(=O)Nc1ccc(OCc2ccccc2)cc1,8,1,0,2,102,-4,116,-7,7
CC(NS(=O)(=O)c1ccc(NC(=O)N2CCCCC2)cc1)c1ccccc1 (stereo not given),4,1,-1,3,105,-1,108,10,-12
Cc1cc(SCC(=O)c2ccccc2)nc(=O)[nH]1,-5,1,0,6,103,-6,102,5,.
CS(=O)(=O)N1CCCC(C(=O)NCc2cccs2)C1 (stereo not given),7,1,-5,-1,105,-1,102,4,7
Cc1nc(C)c(-c2ccc(SCC(=O)Nc3ccc(C)c(Cl)c3)nn2)s1,9,9,-4,2,103,-24,107,7,3
CC(=O)c1ccc(C(=O)NC2CC(C)(C)Cc3c2cnn3-c2ccccc2)cc1 (stereo not given),-3,-5,5,-8,105,-1,110,10,5
Cc1ccc(CN2CC(C(=O)O)CC2=O)cc1 (stereo not given),2,6,4,1,102,1,98,3,-14
Cc1c(C)c2ccc(OCC(=O)Nc3nccs3)cc2oc1=O,19,-1,1,4,102,-11,105,3,.
Cc1ccc(N(C(=O)Cn2nnc(-c3ccccc3)n2)C(C(=O)NC2CCCCC2)c2ccccn2)cc1C (stereo not given),7,3,-2,-11,90,1,91,-2,-11
CN1CCN(CCCCOc2ccc(Br)cc2)CC1,8,-4,0,2,105,-11,114,12,-1
O=C(Oc1cccc(OC(=O)c2ccco2)c1)c1ccco1,7,5,.,5,108,-25,110,11,-8
COc1cccc(N/C(SCc2cccc([N+](=O)[O-])c2)=C(/C#N)C(N)=O)c1,12,1,2,11,102,7,102,-4,10
